# TAAR1 antagonist = antagonists of human TAAR1; Q96RJ0; CHO RD-HGA16 TAAR1, Fluo-8 calcium fluorescence, antagonist; inhibition, % at 3 µM; 360,000 compounds, 1.5% hits;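 active means inhibition above a per-plate cutoff, the mean inhibition of test compounds on that plate plus 3 SD, cut at about 49% in these data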;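 further: 0% = DMSO plus EC80 beta-PEA response and 100% = DMSO alone without agonist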
# Target sequence (Q96RJ0 whole entry, looked up): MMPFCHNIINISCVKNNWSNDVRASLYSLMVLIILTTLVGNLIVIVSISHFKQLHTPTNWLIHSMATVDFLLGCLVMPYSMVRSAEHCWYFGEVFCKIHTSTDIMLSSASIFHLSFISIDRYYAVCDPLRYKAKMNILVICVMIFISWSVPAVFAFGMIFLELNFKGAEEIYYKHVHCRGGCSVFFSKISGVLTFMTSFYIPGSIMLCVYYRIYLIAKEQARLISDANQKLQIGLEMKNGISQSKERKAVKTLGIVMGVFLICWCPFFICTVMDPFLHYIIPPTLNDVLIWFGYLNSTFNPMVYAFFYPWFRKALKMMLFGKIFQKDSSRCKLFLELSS
#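 test system = CHO RD-HGA16 cells bearing hTAAR1 | replication = singlicate | controls = DMSO-only wells and EC80 β-PEA-stimulated wells | reagent = EC80 β-phenethylamine stimulus | read-out basis = percent inhibition of PEA-evoked calcium signal, max/basal emission ratio | schedule = seeding 17-24 h prior, 75-min 37 °C, 30-min RT dye loading | signal = kinetic Fluo-8 calcium fluorescence measurement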
# M1 PAM parental = M1 PAM counterscreen hit in parental CHO-K1 cells; 360,000 compounds, 0.02% hits; ATP EC20, Fluo-8 calcium fluorescence; 0% at ATP EC20, 100% at ATP max; activation, % at 3 µM; AID 602247;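 active means activation above the run cutoff, the mean activation of all test compounds plus 3 SD, cut at about 40% in these data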;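 further: peak over basal fluorescence ratio in a 140 s read after ATP addition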
# V1aR counter = V1a receptor agonism, counter-screen for OXTR agonists | P37288 | CHO-V1R cells, Fluo-8 calcium fluorescence, agonist mode; 0% DMSO, 100% 3 nM vasopressin | activation, % at 3 µM | 320,000 compounds, 0.25% hits | AID 2797;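 active means activation above the mean activation of all tested compounds plus 3 SD, per screening run, cut at about 20% in these data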;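 further: signal is peak over basal fluorescence ratio across a 100 second FLIPR read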
# GPR7 antag = blocks human GPR7 receptor signaling; AID 1861; 290,000 compounds, 1.1% hits; GPR7-expressing cells, fluorescence antagonist assay; inhibition, % at 4.4 µM; P48145; in the data active means inhibition above about 16%, passing the limit was not always enough;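 further: cells stimulated with the agonist NPW; 0% = agonist with vehicle and 100% = vehicle without agonist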
# Target sequence (P48145 whole entry, looked up): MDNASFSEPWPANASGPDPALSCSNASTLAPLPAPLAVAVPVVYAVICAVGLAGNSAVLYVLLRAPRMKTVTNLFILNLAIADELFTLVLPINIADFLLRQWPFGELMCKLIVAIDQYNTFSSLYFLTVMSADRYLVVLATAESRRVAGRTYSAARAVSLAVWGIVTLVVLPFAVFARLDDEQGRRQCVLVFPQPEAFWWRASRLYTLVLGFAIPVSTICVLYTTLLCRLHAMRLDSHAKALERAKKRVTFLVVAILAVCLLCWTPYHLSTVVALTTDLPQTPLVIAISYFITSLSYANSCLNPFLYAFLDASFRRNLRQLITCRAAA
# OXTR potentiate = human OXTR potentiation; P30559; CHO-OTR cells, Fluo-8 calcium fluorescence, potentiator mode; 0% = oxytocin EC15, 100% = EC100; activation, % at 3 µM; 320,000 compounds, 0.061% hits;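 active means activation above that plate's cutoff, the mean activation of tested compounds plus 3 SD, cut at about 6.6% in these data, passing the limit was not always enough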;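 further: 100% uses oxytocin at 75 nM as the full agonist control; some results filed as inactive read as strong as hits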
# Target sequence (P30559 whole entry, looked up): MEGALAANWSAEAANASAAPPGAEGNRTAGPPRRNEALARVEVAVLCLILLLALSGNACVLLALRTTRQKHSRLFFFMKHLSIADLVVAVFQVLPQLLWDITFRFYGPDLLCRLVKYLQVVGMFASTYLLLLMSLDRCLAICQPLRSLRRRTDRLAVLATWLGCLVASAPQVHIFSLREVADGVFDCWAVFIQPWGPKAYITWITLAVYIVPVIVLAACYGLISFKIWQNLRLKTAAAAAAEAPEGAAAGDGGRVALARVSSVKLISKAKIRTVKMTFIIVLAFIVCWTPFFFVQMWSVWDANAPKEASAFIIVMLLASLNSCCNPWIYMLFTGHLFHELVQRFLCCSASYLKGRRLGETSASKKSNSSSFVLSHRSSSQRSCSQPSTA
#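 Measured by – Fluo-8 calcium dye fluorescence · Test system – human OTR in CHO cells · Dosing – one concentration, 3.0 µM compound · Controls – EC15 oxytocin alone as 0%, 75 nM oxytocin as 100% · Evaluation – normalized max/min fluorescence ratio, % activation · Timing – 6 min pre-incubation, 100 s read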
# CHO-K1 Ca ag = counter-screen for M1 agonists: effect in parental CHO-K1 cells | Fluo-8 calcium fluorescence; scaled to maximal ATP response, vehicle zero | activation, % at 3 µM | 360,000 compounds, 0.48% hits | AID 602248; in the data active means activation above about 15%;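 further: untransfected CHO-K1 host cells lacking M1 receptor as counterscreen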
# CHO parental Ca = counter-screen: ATP calcium response change in parental CHO cells; parental CHO-K1, ATP-induced calcium, Fluo-8 fluorescence; inhibition, % at 5.6 µM; 330,000 compounds, 0.63% hits;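 active means inhibition above that plate's mean sample inhibition plus 3 SD, cut at about 26% in these data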;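 further: 0% = ATP-challenged DMSO wells and 100% = DMSO wells without ATP; some compounds past the cut are filed as inactive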
#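 Assay system: parental CHO cells; Read-out basis: percent inhibition of ATP-evoked calcium rise, normalized to controls; Benchmarks: ATP and no-ATP DMSO wells; Compound dosing: single nominal dose of 5.6 µM per compound; Signal: Fluo-8 calcium dye fluorescence; Also added: ATP as calcium-mobilizing challenge; Repeats: singlicate.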
# OXTR ag = agonists of human oxytocin receptor. P30559. CHO-OTR cells, Fluo-8 calcium fluorescence; normalized: DMSO 0%, oxytocin 100%. activation, % at 3 µM. 320,000 compounds, 0.32% hits;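 active means activation above the mean of all tested compounds plus 3 SD, cutoff set per screening run, cut at about 20% in these data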;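 further: peak over basal fluorescence ratio from a 100 s FLIPR kinetic read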
# CHO-K1 Ca antag = nonselective inhibitor or artifact in parental CHO-K1 cells. 360,000 compounds, 0.6% hits. inhibition, % at 3 µM. ATP-induced calcium, Fluo-8 fluorescence;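 active means inhibition above a per-plate cutoff, the plate's mean sample inhibition plus 3 SD, cut at about 24% in these data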;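 further: 0% = DMSO plus EC80 ATP and 100% = DMSO alone without ATP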
# * hit, by the source's call; / = no result given; & = joins results of further samples.
# Start of the listing, in advance:
SMILES,TAAR1 antagonist,M1 PAM parental,V1aR counter,GPR7 antag,OXTR potentiate,CHO-K1 Ca ag,CHO parental Ca,OXTR ag,CHO-K1 Ca antag
CC1=C(C(=O)OC2CCCCC2)C(c2ccc(C)o2)C2=C(CCCC2=O)N1 (stereo unspecified),-6,4,-1.3,9,-13,0.2,-15,-2.4,3
C[C@@H]1C=C(C(=O)NC2CC2)O[C@H](OCc2ccc(CO)cc2)C1,-2,16,-0.5,/,4,-0.7,-8,-0.4,-12
CCCn1nc(C(=O)NNC(=O)c2cccc(S(=O)(=O)NC(C)C)c2)c2ccccc2c1=O,-52,-3,0.0,-10,-5,0.2,-9,-0.9,7
COCCn1c(C)cc(C(=O)CSc2ncn[nH]2)c1C,-9,20,1.2,-11,-7,-0.2,-7,0.8,-10

# The listing, from the start:
SMILES,TAAR1 antagonist,M1 PAM parental,V1aR counter,GPR7 antag,OXTR potentiate,CHO-K1 Ca ag,CHO parental Ca,OXTR ag,CHO-K1 Ca antag
CC1=C(C(=O)OC2CCCCC2)C(c2ccc(C)o2)C2=C(CCCC2=O)N1 (stereo unspecified),-6,4,-1.3,9,-13,0.2,-15,-2.4,3
C[C@@H]1C=C(C(=O)NC2CC2)O[C@H](OCc2ccc(CO)cc2)C1,-2,16,-0.5,/,4,-0.7,-8,-0.4,-12
CCCn1nc(C(=O)NNC(=O)c2cccc(S(=O)(=O)NC(C)C)c2)c2ccccc2c1=O,-52,-3,0.0,-10,-5,0.2,-9,-0.9,7
COCCn1c(C)cc(C(=O)CSc2ncn[nH]2)c1C,-9,20,1.2,-11,-7,-0.2,-7,0.8,-10
N#Cc1ccsc1NC(=O)CSc1ncn[nH]1,2,6,1.1,-7,2,0.8,-5,1.2,-13
COc1c(C)cc(Br)cc1C(=O)Nc1ccc(C)cc1[N+](=O)[O-],-10,4,-0.5,-6,-10,0.4,0,0.5,4
CCCOC(=O)/C(=C\C=C\c1ccccc1)NC(=O)c1ccccc1,22,9,-1.0,-1,-11,1.4,-29,-2.2,8
CCN(CC)C(=O)c1cncc(C(=O)N(CC)CC)c1-c1ccccc1,5,11,-0.5,-2,-4,0.2,2,0.0,-7
O=C1CCCc2ccccc2N1Cc1ccccc1,-3,16,-1.3,1,-6,0.1,5,-1.8,-15
O=C(CSc1nnc(COc2ccc(Cl)cc2)o1)NC1CCCCC1,-40,11,1.0,/,-4,12,-12,-0.4,2
CCCCOc1ccc(C(=O)NCCCC(=O)N2CCCCC2)cc1,4,-8,0.0,1,1,-0.3,-13,-1.0,-1
CCCNC(=O)C[C@@H]1C[C@H]2c3cc(NC(=O)c4ccc5c(c4)OCO5)ccc3O[C@H]2[C@@H](CO)O1,-11,7,/,/,/,0.2,/,/,-4
COc1ccc(S(=O)(=O)Nc2nnc(C(C)C)s2)cc1,-12,6,1.1,-2,-12,-0.1,-3,-0.5,-11
O=C(/C(=N/N=C/c1ccc(O)c(O)c1O)c1ccccc1)c1ccccc1,-11,23,-0.2,-6,-2,1.0,2,-1.0,-7
COc1ccc(NC(=O)CCc2ccccc2)cc1S(=O)(=O)N1CCOCC1,14,-16,0.7,/,-2,7.0,-11,-0.1,24
COc1ccc(OC2(C)CCN(Cc3ccc(-c4ccccc4)o3)C2)cc1 (stereo unspecified),-1,-4,/,/,/,0.0,/,/,-10
Cc1ccc(S(=O)(=O)Nc2ccc3c(c2)C(=O)c2ccccc2-3)cc1,-9,4,/,/,/,-0.3,/,/,6
CCn1cc(/C=N\NC(=O)c2ccc(Cl)cc2)cn1,-8,-4,1.3,8,-5,0.0,1,0.3,7
O=C(NC1CCCc2ccccc21)C1CCN(S(=O)(=O)c2ccccc2F)CC1 (stereo unspecified),5,12,0.7,-11,-6,3.0,-13,0.0,6
O=C(CSc1ccc(Cl)cc1)N1CCC(c2nc3ccccc3s2)CC1,36,10,2.7,0,-21,3.9,-15,4.0,2
O=C(NCCCSc1ccccc1)c1cc(Cl)ccc1O,2,-4,/,16,/,13,/,/,22
C(/CCc1ccccc1)=N\n1cnnc1,-15,16,0.9,5,-3,0.6,-6,-0.3,-18
Cc1c(C#N)c2ncn(CCCN(C)C)c(=O)c2n1-c1ccccc1,-5,1,-0.2,6,-4,0.1,-12,0.1,-8
Nc1cc(=O)[nH]c2ncnn12,14,12,/,/,/,0.4,/,/,-14
NNC(=O)c1ccc(COc2ccc3ccccc3c2)cc1,-12,-11,9.1,-9,-17,1.3,-4,7.8,5
Cc1cc(SCc2ccccc2C)nc(=O)[nH]1,-35,7,0.1,7,-4,-0.2,7,-1.6,6
CSc1nc2ccc(NC(=O)c3cc4ccccc4o3)cc2s1,0,15,0.0,-13,-12,0.3,-14,-1.0,0
O=C(CCC(=O)c1ccc(Cl)s1)Nc1ncccc1O,-15,17,0.8,/,3,0.2,-19,1.4,-8
Cc1ccc(CN2CC(C(=O)NNC(=O)c3ccc(F)cc3)CC2=O)cc1 (stereo unspecified),-15,10,0.1,/,-5,0.0,-3,0.4,-4
O=C1NCCc2c1[nH]c1ccccc21,15,14,-0.9,-1&2,-4,0.2,-5,-1.4,-17
COc1ccc(-c2[nH]ncc2CN2CCC(O)(c3ccc(Cl)cc3)CC2)cc1,-13,22,4.3,-1,-5,2.1,-17,2.5,-18
Cc1ccc(CCNC(=O)CNS(=O)(=O)c2ccc3nc(C)sc3c2)cc1,27,12,4.8,6,-7,5.0,-18,3.4,-21
CCN1CCN(C(=O)CSc2nc3c(c(=O)n(C)c(=O)n3C)n2C)CC1,-21,1,0.2,-6,-2,1.4,7,0.9,-13
CNc1ccccc1C(C)(C)c1cc(-c2ccco2)n[nH]1,19,7,-2.1,-8,0,0.7,-20,-1.4,-12
C=CCNC(=S)NNC(=O)C(CC(C)C)CC(C)O (stereo unspecified),-7,1,-0.3,-10,-11,0.5,-16,-1.3,3
CCn1cc([N+](=O)[O-])c(C(=O)Nc2c(C)nn(Cc3c(F)c(F)c(F)c(F)c3F)c2C)n1,-26,1,0.3,-14,-7,1.1,-16,1.3,-5
Cc1onc(-c2c(F)cccc2Cl)c1C(=O)Nc1cccc2nsnc12,8,17,-0.5,-7,2,-0.9,-28,-2.0,-10
Cc1onc(-c2ccccc2)c1C(=O)NC1CC1,-4,-10,/,/,/,0.9,/,/,12
CC(C)(C)C(=O)NCCc1nc2ccccc2n1CC(=O)c1ccccc1,-2,3,1.1,-15,-2,0.9,-20,0.3,10
Cc1ccc(/C(N)=N/OC(=O)c2ccc(C)cc2Cl)cc1,-4,25,-1.1,-5,1,0.9,-8,1.5,-7
COc1ccc(C2C(C(C)=O)=C(O)C(=O)N2c2ccc(Br)cc2)cc1 (stereo unspecified),7,16,0.0,-2,-5,3.9,-2,-1.5,1
O=C(O)c1ccc(NS(=O)(=O)c2ccc(N3C(=O)CCC3=O)cc2)cc1,-5,-6,1.4,-15,2,0.1,-5,0.8,-8
CCOc1ccc(C(=O)NCC(=O)Nc2cc(C)ccn2)cc1OCC,-10,-14,0.0,/,-2,-0.4,-1,-0.2,11
CCOc1ccc(CNc2nc3ccccc3n2CCN2CCOCC2)cc1,-17,10,0.6,0,-1,0.6,-7,-0.8,-2
CC1(C)CC(=O)C=C(c2ccccc2CO)C1=O,-9,9,/,/,/,-0.1,/,/,-6
COc1ccc(CCNC(=O)COC(=O)c2sc(C)nc2C)cc1,-14,0,0.0,/,-5,0.5,-12,-0.9,-19
CCOc1ccc(N2C(=O)CC(SC(=NC)Nc3cccc(F)c3)C2=O)cc1 (stereo unspecified),12,18,-0.5,-10,-7,1.7,-21,-2.1,0
COCCOC(=O)c1c(C)oc2ccc(OC(=O)c3cccs3)cc12,33,21,0.3,2,-2,1.6,-24,1.0,-6
CN(C)CCCOC(=O)C1c2ccccc2Oc2ccccc21,0,-3,0.7,1,-17,1.1,-6,3.1,17
O=C(NCC1CCCO1)c1cc2c([nH]c3ccccc32)c(-c2cccc(Cl)c2)n1 (stereo unspecified),/,-19,1.2,-6,-5,4.9,1,-1.0,14
Cc1c2cnn(CC(=O)NCCN3CCOCC3)c(=O)c2c(C)n1Cc1ccc(F)cc1,-14,0,0.2,7,3,3.8,-5,0.5,14
C=CCn1c(CCCOc2ccc(Cl)cc2Cl)nnc1SCC(=O)Nc1nccs1,49*,14,9.6,-3,-21,0.1,5,9.6,-9
NC(=O)C1CCN(C(=S)NC2CC3C=CC2C3)CC1 (stereo unspecified),3,13,2.9,-3,-5,1.2,0,2.8,-9
CCCn1nnc(NC(=O)c2cccc(OCC)c2)n1,-10,20,-0.2,-9,0,0.2,-1,0.3,-8
CSCCC(NC(N)=O)C(=O)N(C)CC(=O)Nc1ccc(C)cc1 (stereo unspecified),-2,17,1.2,-4,-7,0.2,-9,0.6,-3
CCCN1CCN(C(=S)Nc2ccc(SC(F)F)cc2)CC1,-6,12,-0.5,4,-8,4.1,-8,1.0,4
COc1cc(C=C2C(=O)OC(c3ccccc3)OC2=O)cc(Br)c1O (stereo unspecified),17,12,0.1,5,-14,0.4,4,-0.6,4
CCN(CC(=O)NCc1ccc(F)cc1)C(=O)COc1ccc(C)c(C)c1,2,8,1.7,-3,-8,0.6,-22,-1.7,-5
COc1ccc(C/C(=N\OC(C)=O)c2ccc(OC)cc2)cc1,/,18,-0.6,40*,-11,0.6,6,-1.0,-14
COc1ccc(N2CCN(c3n[nH]c(N)n3)CC2)cc1,-3,12,0.8,-10,1,0.4,-19,0.0,-5
# Following part:
SMILES,TAAR1 antagonist,M1 PAM parental,V1aR counter,GPR7 antag,OXTR potentiate,CHO-K1 Ca ag,CHO parental Ca,OXTR ag,CHO-K1 Ca antag
Cc1ccc(-n2nc3c(c2NC(=O)CC(C)C)CS(=O)(=O)C3)cc1,-8,-14,0.2,1,-1,0.5,-3,0.3,6
COc1cccc(/C=C/C(=O)NCc2cn3cc(Cl)ccc3n2)c1OC,-29,-7,-0.8,-11,4,0.0,-11,-1.5,-11
COc1ccc(CNC(=O)c2noc(C(C)C)c2[N+](=O)[O-])cc1,3,8,1.5,-5,-4,0.0,-10,-0.9,-3
CCOC(=O)[C@H]1[C@H]2COc3ccc(Br)cc3[C@@H]2N2C(=O)CN(Cc3ccc(C)cc3)C(=O)[C@@]12C,16,-14,0.4,/,-2,-0.2,-28,-1.2,-8
O=C(NN=C1CCCC1)c1cc(-c2ccc(F)cc2)nc2ccccc12,-4,29,-0.1,-14,-11,0.9,-28,-0.9,-15
CC1Cc2ccccc2N1S(=O)(=O)c1cccc(C(=O)c2nccn2C)c1 (stereo unspecified),-17,12,5.0,-9,-11,9.3,3,8.5,-18
O=C(Nc1ccc(N2CCOCC2)cc1)c1cccc(S(=O)(=O)N2CCCCCC2)c1,3,14,6.8,-12,-10,3.2,-27,4.8,-5
